TSHR antag: human thyrotropin receptor antagonism; TSHR-expressing cells, TSH-stimulated cAMP HTRF, 2 h; stronger effect = lower value; activity change, negative = inhibition, % at 11.5 µM; 0.2% of 330,000 active; P16473; AID 504810;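 active means activity change below a set negative limit, meaning inhibition stronger than a set level, cut at about -70% in these data; inconclusive means activity change between two set negative limits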; further: on the % scale 0 is the no-effect control and ±100 the full control effect
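TSHR-expressing cells, 200/well, pre-treated with compound, then stimulated with EC80 TSH (4nM final) for 2 hours at 37 deg C. cAMP measured by competitive HTRF: anti-cAMP cryptate antibody in lysis buffer plus cAMP-d2, read after 30 minutes at room temperature.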
Tb PFK block: inhibitors of T. brucei phosphofructokinase; O15648; T. brucei PFK, ADP-Glo luminescence; Potency, µM (doses to about 57.5 µM), without a hit: top-dose activity, negative = inhibition, hits mostly inhibitors; 0.17% of 330,000 active; AID 485367;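 further: potency means the concentration at half of the fitted maximal effect; 0% = uninhibited 1x PFK enzyme wells and -100% = no-enzyme wells; nearly all actives have a fitted effect of over 60% in size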
Target sequence (O15648 whole entry, looked up): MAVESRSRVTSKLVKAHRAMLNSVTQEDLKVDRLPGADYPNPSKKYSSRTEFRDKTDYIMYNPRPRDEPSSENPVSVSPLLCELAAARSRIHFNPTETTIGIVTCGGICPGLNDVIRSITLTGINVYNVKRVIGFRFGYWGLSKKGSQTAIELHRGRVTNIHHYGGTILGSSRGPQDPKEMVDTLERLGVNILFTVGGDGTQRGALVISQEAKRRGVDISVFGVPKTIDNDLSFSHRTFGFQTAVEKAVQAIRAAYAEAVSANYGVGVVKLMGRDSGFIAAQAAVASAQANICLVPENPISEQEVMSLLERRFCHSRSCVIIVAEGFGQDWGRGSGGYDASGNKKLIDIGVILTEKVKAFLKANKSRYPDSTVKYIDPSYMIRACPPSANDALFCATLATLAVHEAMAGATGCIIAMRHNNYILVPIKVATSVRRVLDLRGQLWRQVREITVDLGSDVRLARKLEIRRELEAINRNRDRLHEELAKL
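Compounds were pin-transferred as a titration series up to 57 uM into substrate buffer (0.5 mM F6P, 0.1 mM ATP, pH 8.0), then 1.25 nM PFK was added and reactions ran 45 min before ADP-Glo detection.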
Coupling enz: inhibits coupling enzyme system, counter-screen for aldolase hits | coupling enzyme system counterscreen, AmpLite Red fluorescence | activity change, negative = inhibition, % at 58.2 µM, hits read low | 0.67% of 290,000 active; in the data active means activity change below about -30%; further: on the % scale 0 is the no-effect control and ±100 the full control effect
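Compounds tested against the coupling enzymes alone at 57.5 uM final; readout was AmpLite Red fluorescence (525/598 nm) after 20 min at RT.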
Chronic BCR inh: chronic active BCR signaling inhibition | 0.05% of 340,000 active | ABC-DLBCL IkBa-CBG/CBR reporter, luminescence ratio, 4 h | Potency, µM (titrated, usually from 46.1 µM), for the others: at the highest dose ratio change, negative = lower green/red ratio, usual class: inhibitors; active means well fitted inhibition curve with a large enough effect in the signal ratio, with a control signal flat, not every such curve was filed as active; inconclusive means small, poorly fitted or top-dose-only effect, or effect the other way, or a change in a side signal; the % refers to the signal ratio;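 further: potency means the concentration at half of the fitted maximal effect; plate controls were basal doxycycline-induced cells for no effect and cells given 10 µM MG132 for full effect; MG132 reads +100%, hits lower the ratio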
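Doxycycline induced both beetle luciferases in TMD8 lymphoma cells; IKK-driven degradation limits the IkappaBalpha-fused green signal, while red luminescence normalises for cell number and nonspecific effects. Compounds tested up to 46 uM, 4 hrs.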
MLL CXXC-DNA inh: inhibitors of human MLL CXXC domain-DNA interaction | MLL-CXXC / FITC-HOXA9 DNA fluorescence polarization | Potency, µM (titrated, usually from 115 µM), for inactives: top-dose activity change, negative = inhibition, actives largely listed as inhibitors | 0.037% of 290,000 active; active means well fitted inhibition curve with a large enough effect in the polarisation, with a control signal flat, not every such curve was filed as active; inconclusive means small, poorly fitted or top-dose-only effect, or effect the other way, or a change in a side signal; inactive means no such curve, though single readings can be large or run the other way; the % refers to the polarisation; further: potency means the concentration at half of the fitted maximal effect
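Fluorescence polarization: 7 uM MLL-CXXC (stock) preincubated 5 min with compounds, then 50 nM fluorescein-HOX-A9 DNA (stock) added; 30 min ambient. Buffer 50 mM Tris-HCl pH 7.5, 50 mM NaCl, 1 mM DTT, 0.05% BSA.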
KCNH2 WT inh: blocks the wildtype human KCNH2 potassium channel; U2OS, BacMam KCNH2, thallium flux FluxOr; stronger effect = lower value; 0.37% of 340,000 active; activity change, % at 1.84 µM; AID 720551; Q12809;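 active means maximum activity change below -70%; inconclusive means maximum activity change between -70% and -50%; inactive means maximum activity change above -50%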; further: on the % scale 0 is the no-effect control and ±100 the full control effect
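U2OS cells were transduced with wild-type KCNH2 virus (2.03 x 10^8 / mL) for 4 h at room temperature, then cultured overnight at 37 C. Thallium flux was read with FluxOr dye. Rate constants were normalized to DMSO controls.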
Giardia killer: kills Giardia lamblia | Giardia lamblia trophozoite viability | activity change, % at 7.66 µM, hits read low | 0.15% of 340,000 active | AID 540267; in the data active means activity change below about -80%; inconclusive means between about -30% and that limit;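 further: parasites exposed to compound for two days anaerobically before the ATP read; on the % scale 0 is the no-effect control and ±100 the full control effect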
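Each well holds 100 Giardia trophozoites and compound. After two days (48 hrs) at 37 deg C in anaerobic conditions, ATP is quantified by luminescence.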
GALK inh: inhibitors of human galactokinase. Potency, µM (top dose mostly 57.5 µM), without a hit: top-dose activity change, negative = inhibition, hits mostly inhibitors. 0.007% of 270,000 active. P51570. Purified GALK, Kinase-Glo residual ATP luminescence; further: potency means the concentration at half of the fitted maximal effect; on the % scale 0 is the no-effect control and ±100 the full control effect
Target sequence (P51570 whole entry, looked up): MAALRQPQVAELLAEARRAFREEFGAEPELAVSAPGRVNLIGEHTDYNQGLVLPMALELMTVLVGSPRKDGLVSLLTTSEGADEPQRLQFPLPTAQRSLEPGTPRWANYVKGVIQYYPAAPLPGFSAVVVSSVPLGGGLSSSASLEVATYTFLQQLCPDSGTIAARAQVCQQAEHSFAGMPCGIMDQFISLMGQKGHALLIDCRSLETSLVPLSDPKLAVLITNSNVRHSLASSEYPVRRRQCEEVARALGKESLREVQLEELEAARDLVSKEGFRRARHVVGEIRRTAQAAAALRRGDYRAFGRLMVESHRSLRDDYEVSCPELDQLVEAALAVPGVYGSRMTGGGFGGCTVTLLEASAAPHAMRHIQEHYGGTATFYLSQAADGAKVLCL
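Quantitative HTS: GALK 5 nM, ATP 35 uM, galactose 100 uM, 1 h room temperature, then luciferase-based ATP detection.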
A-T KAP1 phos: candidate therapy for ataxia-telangiectasia. Potency, µM (series often up to 57.5 µM), inactives show at the highest dose activation, actives largely listed as activators. […] A-T fibroblasts, KAP-1 phosphorylation AlphaLISA; neocarzinostatin DNA damage 30 min before lysis. 0.19% of 320,000 active; further: potency means the concentration at half of the fitted maximal effect; % of control where 0% means no effect; nearly all actives have a fitted effect of over 45% in size
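ATM-like activity read as KAP-1 phosphorylation via AlphaLISA donor/acceptor antibody pairs after lysis and 6 hr at 25C. Cells were ATM-null patient fibroblasts ([…], hTERT), dosed 60 min, then exposed to the DSB inducer NCS for 30 min.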
TCR act: activates T cell receptor signaling; primary human leukocytes, anti-CD3, IL-2 HTRF, 48 h; Potency, µM (top dose mostly 9.22 µM), for the others: top-dose activation of IL-2 secretion, hits mostly activators; 330,000 tested, under 10 active; AID 504894; further: % of control where 0% means no effect
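1) Mix primary human leukocytes, a-CD3 beads and compound. 2) Incubate 48 hr. 3) Add HTRF IL-2 reagents (a-IL-2-K, a-IL-2-d2).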
* = called active by the depositor; i = inactive; ? = inconclusive; . = not tested or not shown; [ ] = remark or other dose. Unless noted, the call rests on the fitted dose curve; in most records, active means well fitted curve in the direction sought with a large enough effect; inconclusive means small, poorly fitted or top-dose-only effect, or another doubt; inactive means no such curve, though single readings can be large; an effect the other way counts as inactive or inconclusive. An unsorted share of the library. About 1.6% of those tested had a hit in this group.

SMILES | TSHR antag | Tb PFK block | Coupling enz | Chronic BCR inh | MLL CXXC-DNA inh | KCNH2 WT inh | Giardia killer | GALK inh | A-T KAP1 phos | TCR act
O=C(CSc1nnc(-c2ccc(F)cc2)o1)N1CCCC1 | 9 | 1% | 1 | 4% | 10% | 13 | -14 | 4% | 11% | -3%
Cc1ccc(C)c(-c2csc(NC(=O)C3=COCCO3)n2)c1 | -6 | 1% | . | ? | . | -1 | -1 | . | -1% | -9%
Cc1cccc(NC(=O)C2NC(=O)CC2c2ccccc2)c1C (stereo not drawn) | 32 | -5% | 0 | ? | -4% | 2 | 4 | 2% | 4% | 0%
C/C(Cl)=C/CN1C(=O)C2C3C=CC(C3)C2C1=O (stereo not drawn) | -5 | -5% | 1 | -1% | 1% | -8 | -5 | 0% | 2% | -1%
COc1ccc(S(=O)(=O)N2CCCCCC2)cc1C(=O)OCC(=O)NC1CCS(=O)(=O)C1 (stereo not drawn) | -8 | 0% | . | -1% | . | 2 | 3 | . | 3% | 4%
Cn1cc(CN2CCC(n3nccc3NC(=O)Cc3ccccc3)CC2)cn1 | 1 | -1% | . | 0% | 13% | 3 | 2 | -5% | -3% | 2%
COc1ccc(S(=O)(=O)Nc2ccc(-c3ccc4nnc(C)n4n3)cc2)c(OC)c1 | -1 | -2% | . | ? | . | 0 | 29 | . | . | 1%
Cn1c(-c2cccc3ccccc23)n[nH]c1=S | -4 | 14% | 1 | 5% | -4% | -4 | -10 | -3% | -8% | 2%[46.1 µM]
O=c1c(Cl)c(N2CCC3(CC2)OCCO3)cnn1C12CC3CC(CC(C3)C1)C2 | 7 | -15% | -1 | 14% | 1% | -1 | 5 | 0% | -10% | 2%
COc1ccccc1OCC(=O)Nc1cc(S(=O)(=O)N2CCOCC2)ccc1N1CCCCC1 | -6 | 0% | . | -8% | . | -7 | -14 | . | -5% | -5%[46.1 µM]
COc1cc(NC2c3ccccc3C(=O)N2Cc2ccc3c(c2)OCO3)cc(OC)c1 (stereo not drawn) | -1 | -4% | -1 | 3% | -5% | -8 | 1 | . | 15% | -7%
COC(=O)/C=C1/N/C(=N\c2nc(C)cc(C)n2)N(c2ccc(Cl)cc2)C1=O | 1 | 5% | 6 | 0% | 9% | 3 | -13 | 0% | 3% | -6%[46.1 µM]
O=C(Cn1cc2c(n1)CCCCC2)N1CCc2ccccc21 | -1 | 0% | 0 | -8% | 7% | 3 | -5 | 0% | 11% | 3%
O=C(NCc1ccco1)C12CN(Cc3ccccc3)CC1C(c1cccc([N+](=O)[O-])c1)=NO2 (stereo not drawn) | 0 | 10% | -2 | 20% | 16% | 5 | ? | -2% | -5% | -1%
CCOC(=O)Cc1c(C)nc2cc(C)nn2c1C | 19 | -3% | -1 | 1% | 23% | 1 | 9 | 0% | -3% | 0%[46.1 µM]
O=C(Nc1ccc(S(=O)(=O)N2CCOCC2)cc1)c1c(F)cccc1F | -4 | -4% | 0 | ? | 2% | -3 | -1 | -1% | -7% | 3%
CCOC(=O)N/N=C(\C)c1ccc(OC(F)F)cc1OC(F)F | 1 | 0% | -3 | 8% | -3% | -9 | -3 | -1% | -3% | 3%[46.1 µM]
CCOc1ccccc1NC(=O)CNC(=O)Cc1ccccc1 | -6 | 3% | 0 | ? | ? | -11 | -3 | 1% | 5% | -6%
O=C(COc1cccc(NC(=O)c2ccccc2)c1)c1ccc(F)cc1 | -2 | 0% | -1 | 1% | 6% | 1 | -10 | -4% | 27% | 2%[46.1 µM]
O=C(Cc1ccccc1)c1c[nH]c(C(=O)C(Cl)(Cl)Cl)c1 | 9 | 16% | 0 | 0% | ? | -25 | 17 | -16% | 12% | -2%
COc1ccc(S(=O)(=O)N2CCCC(C(=O)NCc3ccncc3)C2)cc1Cl (stereo not drawn) | -11 | 11% | 1 | 4% | 3% | -9 | 16 | 1% | . | -20%
O=C(O)CCCC(=O)Nc1ccccc1C(=O)O | -5 | 3% | 1 | ? | -16% | 9 | 1 | 1% | -2% | 0%
N#Cc1c2n(c(=S)n(-c3ccccc3[N+](=O)[O-])c1=O)CCCCC2 | 37 | -7% | 3 | 0% | 5% | -1 | 4 | 8% | 0% | -13%
O=C(N/N=C/c1ccc(Br)s1)Nc1ccccc1 | -12 | -1% | 1 | -20% | 8% | 2 | -5 | 0% | 2% | -3%
O=C(NCCC1=CCCCC1)c1ccc(CN2CCOCC2)cc1 | 3 | 0% | 1 | -19% | 1% | 30 | 6 | 2% | 6% | 9%[46.1 µM]

Of the compounds above, two contain an NH in an aromatic ring:
SMILES | TSHR antag | Tb PFK block | Coupling enz | Chronic BCR inh | MLL CXXC-DNA inh | KCNH2 WT inh | Giardia killer | GALK inh | A-T KAP1 phos | TCR act
Cn1c(-c2cccc3ccccc23)n[nH]c1=S | -4 | 14% | 1 | 5% | -4% | -4 | -10 | -3% | -8% | 2%[46.1 µM]
O=C(Cc1ccccc1)c1c[nH]c(C(=O)C(Cl)(Cl)Cl)c1 | 9 | 16% | 0 | 0% | ? | -25 | 17 | -16% | 12% | -2%

Next section.
SMILES | TSHR antag | Tb PFK block | Coupling enz | Chronic BCR inh | MLL CXXC-DNA inh | KCNH2 WT inh | Giardia killer | GALK inh | A-T KAP1 phos | TCR act
Cc1nc2ncnn2c(N2CCN(C(=O)c3cccc(F)c3)CC2)c1C | -2 | -1% | 1 | 6% | -1% | -2 | 27 | 0% | 3% | 10%[46.1 µM]
Nc1nnc(CC(=O)N2CCCCC2)s1 | 0 | 1% | -4 | ? | -1% | -3 | -1 | -3% | -1% | -3%
O=C(CNc1cc(S(=O)(=O)N2CCCC2)ccc1OCC(F)(F)F)Nc1cc(Cl)cc(Cl)c1 | 5 | 0% | 2 | 1% | -4% | . | . | 1% | -4% | .
CCC1=Nc2cc(C(=O)NCc3cccnc3)ccc2Sc2ccc(C)cc21 | -8 | 2% | -4 | ? | -4% | 12 | 15 | . | -2% | 0%
COC(=O)C1CN(C(=O)c2cccc(OC(F)F)c2)c2ccccc2O1 (stereo not drawn) | -25 | 0% | -1 | -3% | 64%[activator] | 5 | ? | 0% | 19% | 6%
O=C(CCN1CCOCC1)NNC(=S)NC(=O)c1ccc(Br)cc1 | -3 | -11% | 0 | ? | -1% | 1 | -1 | -7% | 0% | 1%
CCCOC(=O)c1c(NC(=O)/C=C/c2cnn(C)c2C)sc(C(=O)OCC)c1C | -5 | 1% | 1 | ? | 6% | 9 | -7 | -3% | -1% | 5%
O=C(C1CCC(CNS(=O)(=O)c2cccs2)CC1)N1CCN(c2ccc(F)cc2)CC1 (stereo not drawn) | -9 | 0% | -1 | -23% | -1% | 30 | -24 | 7% | -2% | -1%
Cc1ccc(CSc2nnc(NC(=O)C3COc4ccccc4O3)s2)cc1 (stereo not drawn) | -17 | 14% | 7 | 12% | -13% | -4 | 10 | 1% | -5% | 3%
Cn1c(=O)c2c(C(=O)O)cc(-c3ccccc3)nc2n(Cc2ccccc2)c1=O | 2 | 3% | 0 | 9% | ? | -8 | -1 | 12% | -1% | 1%
CC(=O)Nc1cccc(NC(=O)C(C)N2c3cccc4cccc(c34)S2(=O)=O)c1 (stereo not drawn) | -4 | 5% | 2 | -23% | 5% | -4 | 10 | -1% | -1% | 4%
Cc1ccc2[nH]c(=O)c3cc(C(=O)N(C)c4ccccc4C)sc3c2c1 | -10 | 4% | 1 | 1% | -1% | -2 | -19 | -5% | -18% | -1%
COc1cccc(CNC(=O)[C@H](CCSC)NC(=O)N2CCn3c2nc2ccccc23)c1 | -6 | -4% | 0 | 0% | 1% | -16 | -1 | 15% | 2% | 2%
C#CCOCCOCCOCCNc1nc(N2CCN(C(=O)[C@H](CCCCN)n3cc(CN)nn3)CC2)nc(N2CCN(C(=O)[C@H](CC(N)=O)n3cc(C(N)[C@H](C)CC)nn3)CC2)n1 (stereo partly drawn) | -1 | -1% | . | 2% | . | -22 | 4 | . | -1% | 9%
CCOc1cccc2cc(C(C)=O)oc12 | 12 | -6% | -16 | ? | 16% | -7 | -11 | 4% | 1% | 2%
Cc1ccsc1-c1ccnc(-n2cccc2)n1 | 11 | 4% | 0 | 4% | 2% | -1 | -1 | -1% | 13% | 0%
O=C(Cc1n[nH]c(=O)c2ccccc12)NCc1ccccc1 | 13 | 0% | 2 | -8% | 10% | 4 | 6 | 8% | 10% | 0%
CC(On1c(-c2ccccc2)nc2ccc(Cl)cc21)C(=O)O (stereo not drawn) | -2 | -5% | 0 | -2% | -6% | i | 3 | 2% | -3% | 0%
CCOc1cc(/C=N\NC(=O)c2ccc(NC(=O)CC)cc2)ccc1OC(=O)c1ccccc1 | -4 | -2% | 1 | -1% | 22% | 4 | 9 | 1% | -2% | 9%
O=C(Nc1ccc(Cl)c(S(=O)(=O)N2CCCC2)c1)c1nn(CCO)c(=O)c2ccccc12 | -21 | -4% | . | 0% | . | 27 | 16 | . | 4% | -2%
COc1ccc(-n2c(C)nc3cc(C(=O)N4CCOCC4)ccc32)cc1 | -8 | -7% | -14 | 3% | -5% | 4 | -1 | 0% | . | -2%
